Bioassay records: PubChem, several laboratories
PPARg SRC2 recr: promotes SRC-2 coactivator recruitment by human PPARgamma; P37231; PPARgamma LBD-SRC-2 recruitment, biochemical; activation, % at 8 µM; 200,000 compounds, 0.34% hits; AID 1032; in the data active = activation above about 22%;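 also: 0% = vehicle and 100% = reference agonist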
Target sequence (P37231 whole entry, looked up, the tested form may be a part): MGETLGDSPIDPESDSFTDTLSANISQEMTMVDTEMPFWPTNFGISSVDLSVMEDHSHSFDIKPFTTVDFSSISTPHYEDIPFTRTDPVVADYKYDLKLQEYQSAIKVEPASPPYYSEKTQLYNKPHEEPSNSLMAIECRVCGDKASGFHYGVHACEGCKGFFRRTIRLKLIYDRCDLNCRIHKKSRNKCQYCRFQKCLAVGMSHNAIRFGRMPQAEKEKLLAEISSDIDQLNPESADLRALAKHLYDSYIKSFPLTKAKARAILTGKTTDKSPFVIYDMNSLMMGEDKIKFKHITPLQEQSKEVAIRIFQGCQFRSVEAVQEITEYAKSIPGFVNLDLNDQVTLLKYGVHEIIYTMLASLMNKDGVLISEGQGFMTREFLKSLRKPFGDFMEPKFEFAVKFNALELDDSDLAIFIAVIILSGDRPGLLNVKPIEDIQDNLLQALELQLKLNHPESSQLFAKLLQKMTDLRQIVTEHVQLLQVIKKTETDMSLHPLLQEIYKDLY
Diaphorase inh: inhibits diaphorase or chemically oxidizes, flagging diaphorase assay artifacts. diaphorase resazurin-to-resorufin fluorescence, NADH, 16 min; bacterial (C. kluyveri) enzyme, not human. inhibition, % at 20 µM. 190,000 compounds, 0.69% hits. AID 1217;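 active = primary screen inhibition at 20 µM above a set limit, cut at about 50% in these data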;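 also: plate controls were DMSO with full reaction for no effect and wells lacking NADH for full effect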
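Test system: Clostridium kluyveri diaphorase enzyme / Quantity: diaphorase at 0.14 U/mL in enzyme working solution / Incubation: 16-min room-temperature incubation before reading / Benchmarks: NADH-free wells as positive control, DMSO-only neutral wells / Signal: resorufin fluorescence 544/590 nm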
SRC2 TRFRET art: TR-FRET artefact, counter-screen to PPARgamma/SRC-2 agonist assay; stronger effect = higher value; TR-FRET ratio at 8 µM; 200,000 compounds, 0.4% hits; AID 1049; in the data active = TR-FRET ratio above about 2000; also: inactives centre near 1500
ROMK mod: human ROMK K+ channel modulation, primary screen. Tet-inducible ROMK, thallium flux fluorescence; actives lie on both sides. B-score at 10 µM. AID 1918. 130,000 compounds, 2% hits;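 active = signal ratio slope over the read window, or its plate-corrected B-score, at least 3 SD from the plate mean, either direction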;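 also: B-score of the F/F0 ratio slope over 7 to 12 s after thallium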
S1P3 antag: blocks the human S1P3 receptor; CHO S1P3 NFAT-BLA reporter, FRET fluorescence, antagonist mode; AID 485; 170,000 compounds, 0.27% hits; inhibition, % at 4.98 µM; Q99500;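 active = inhibition above the plate cutoff, the mean inhibition of test wells on that plate plus 3 SD, cut at about 28% in these data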;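 also: cells challenged with S1P at its EC80 of 0.8 µM; blue over green emission ratio from cleaved BLA substrate after 4 h stimulation; 0% = S1P-stimulated wells and 100% = unstimulated DMSO-only wells; some compounds past the cut are filed as inactive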
Target sequence (Q99500 whole entry, looked up): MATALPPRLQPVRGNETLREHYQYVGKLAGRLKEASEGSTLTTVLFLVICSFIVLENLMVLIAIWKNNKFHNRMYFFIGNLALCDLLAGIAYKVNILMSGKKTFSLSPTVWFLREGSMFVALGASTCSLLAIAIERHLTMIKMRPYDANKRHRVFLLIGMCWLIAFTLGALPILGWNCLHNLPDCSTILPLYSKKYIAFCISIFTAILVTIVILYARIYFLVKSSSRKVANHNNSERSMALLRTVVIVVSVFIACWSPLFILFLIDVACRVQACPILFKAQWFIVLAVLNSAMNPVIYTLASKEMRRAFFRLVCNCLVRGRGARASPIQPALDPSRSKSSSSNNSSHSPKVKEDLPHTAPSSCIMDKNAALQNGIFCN
PPARg SRC-3 ag: agonists of human PPARgamma SRC-3 coactivator recruitment. P37231. biochemical PPARgamma/SRC-3 coactivator recruitment assay. activation, % at 8 µM. 200,000 compounds, 0.26% hits. AID 731; in the data active = activation above about 23%;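 also: 0% = DMSO and 100% = reference agonist; some compounds past the cut are filed as inactive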
G6PDH CS: L. mesenteroides G6PDH inhibition counter-screen | Purified L. mesenteroides G6PDH, diaphorase/resazurin coupled fluorescence, 45 min | inhibition, % at 5 µM | AID 1020 | 200,000 compounds, 0.12% hits; in the data active = inhibition above about 50%
PMI act hi M6P: increases human PMI activity with near-saturating mannose 6-phosphate. coupled PMI enzyme assay, resazurin fluorescence, 20 min; stronger effect = higher value; 1 = untreated enzyme, 0 = substrate-free blank. 190,000 compounds, 0.34% hits. AID 1216. activation factor at 20 µM. P34949;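 active = activation factor of 2 or more at 20 µM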
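Material: human phosphomannose isomerase with PGI, G6PDH, diaphorase coupling enzymes. Quantity: 15 ng/mL PMI. Medium: HEPES pH 7.4 buffer with MgCl2 and Tween-20. Reagent: Near-saturating mannose-6-phosphate, 1.0 mM. Compound: 20 µM single dose. Times: enzyme reaction with compound 20 min at room temperature. Detection: resorufin fluorescence at Ex 544/Em 590 nm.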
Diaph act CS: counter-screen for diaphorase-based assays: diaphorase activators and chemical reducers; 190,000 compounds, 0.005% hits; activation factor at 20 µM; Diaphorase/resazurin coupled assay, resorufin fluorescence, 16 min; stronger effect = higher value; 1 = vehicle wells, 0 = NADH-free wells;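 active = diaphorase activity raised at least twofold by the compound at 20 µM; inactive = activation factor below 2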
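Material: Purified diaphorase enzyme from Clostridium kluyveri | Buffer or medium: 50 mM HEPES pH 7.4 with 4.542 mM MgCl2, 0.005% Tween 20 | Times: 16 min enzyme reaction, ambient temperature | Signal: Red resorufin fluorescence at 544/590 nm excitation/emission | Measure: Increased resorufin signal from activators or reducing compounds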
PMI activator: phosphomannose isomerase (human) activation | P34949 | 190,000 compounds, 0.005% hits | AID 1214 | activation factor at 20 µM | purified human PMI, coupled resazurin fluorescence, 20 min; stronger effect = higher value; 1 = vehicle control, 0 substrate-free wells;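 active = activation factor of 2 or more at 20 µM, relative to plate controls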
PPARg SRC1 recr: promotes SRC-1 coactivator recruitment by human PPARgamma; PPARgamma-SRC-1 coactivator recruitment biochemical assay; activation, % at 8 µM; 200,000 compounds, 0.41% hits; in the data active = activation above about 19%;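 also: 0% = DMSO and 100% = reference agonist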
Numbers without * were called inactive; . = not tested or not shown.

SMILES	PPARg SRC2 recr	Diaphorase inh	SRC2 TRFRET art	ROMK mod	S1P3 antag	PPARg SRC-3 ag	G6PDH CS	PMI act hi M6P	Diaph act CS	PMI activator	PPARg SRC1 recr
OC1CCCN(Cc2ccc3c(c2)Cc2ccccc2-3)C1 (stereo not given)	0	4	1721	.	12	-3	3	1.1	1	1	7
CCCCCCCCC(=O)NNC(=O)c1c(O)c2ccccc2n(CCC)c1=O	-3	-15	1515	-0.2	-17	-4	4	1.3	1.1	1.2	6
O=C1C(=O)c2c(C(=O)c3ccccc3)coc2-c2ccccc21	0	62*	1350	-0.87	.	-1	61*	0.4	0.4	0.3	1
CCOc1ccc(S(=O)(=O)N2CCCCC2)c2ccccc12	-3	17	1837	0.079	2	-2	6	0.8	0.8	0.8	3
Cc1ccc(-c2csc3nc[nH]c(=S)c23)cc1C	-5	59*	1562	.	11	2	4	1.1	0.4	1	-5
CN(C)CCCNC(=S)N1CCn2c(nc3ccccc32)C1	5	10	1597	.	-8	3	2	1.1	0.9	1	-3
COc1cccc(-c2csc(N3CCN(C(=S)Nc4ccccc4Cl)CC3)n2)c1	3	18	1818	.	.	4	2	0.8	0.8	0.8	0
CCOC(=O)C1CCCN(C(=O)c2ccc3c(c2)N(Cc2ccccc2)C(=O)c2ccccc2S3=O)C1 (stereo not given)	-1	2	1510	0.037	0	1	5	1	1	1	12
NC(=O)COC(=O)c1sc2ccccc2c1Cl	4	-17	1708	0.67	-14	4	8	1.3	1.2	1.4	-3
O=C(CCc1ccccc1)n1nc(-c2ccco2)nc1SCc1ccccc1	1	19	1701	.	.	6	1	1	0.8	0.9	0
Cc1cc(/C=C2/SC(=O)N(CC(=O)N3CCCC3)C2=O)ccc1N1CCOCC1	4	7	1711	-0.78	-1	1	-3	0.8	0.9	1	9
CCOc1ccc(NC(=O)CC2C(=O)N(C)C(=S)N2Cc2ccc3c(c2)OCO3)cc1 (stereo not given)	0	-8	1606	.	.	1	12	1.1	1.1	1	0
OC(CN1CCOCC1)CN(c1ccccc1)c1ccccc1 (stereo not given)	-6	15	1295	0.038	-1	-14	0	1	0.9	1	-2
O=C(COC(=O)c1cc[n+]([O-])cc1)Nc1ccc(Cl)cc1[N+](=O)[O-]	5	10	1494	0.25	-14	-3	3	1	0.9	1.1	8
CCOC(=O)c1ccc(NC(=O)CSc2nccn2C)cc1	0	4	1571	0.19	-13	-7	0	1	1	0.9	-10
COC(=O)CS(=O)(=O)c1nnc([C@H](Cc2ccccc2)NC(=O)OC(C)(C)C)o1	-3	10	1485	.	-10	0	-15	1	0.9	1	6
CSc1ccc(/C=C(/NC(=O)c2ccc(C)cc2)C(=O)Nc2cccc(C)c2)cc1	8	7	1570	0.45	-14	5	6	1	0.9	0.9	3
CCOC(=O)C1(CC2CCCCO2)CCN(S(=O)(=O)c2c(C)nn(C)c2C)CC1 (stereo not given)	8	10	1522	2	-9	3	9	0.9	0.9	1	4
CC(C)n1c2ccccc2c2nnc(SCC(=O)Nc3ccccc3C(=O)O)nc21	0	5	1642	-0.058	-23	-2	-4	1.1	0.9	1.3	6
CCOC(=O)C1(CC2CCCCO2)CCN(Cc2nccn2-c2cccc(C)c2)CC1 (stereo not given)	-1	21	1348	-0.04	-5	-1	11	0.8	0.8	0.8	3
CCOC(=O)c1[nH]c2ccc(OC)cc2c1NC(=O)CN1CCSCC1	9	6	1496	.	-15	7	4	1	0.9	1.1	2
COc1ccc2c(c1)OCC1=C2CCC2(C)C(=O)CC=C12 (stereo not given)	-11	38	1394	.	11	2	-8	1.5	0.6	1.1	-6
CC(NC(=O)c1cccc2ccccc12)c1ccc2c(c1)CCCC2 (stereo not given)	-5	20	1522	.	-1	-1	-4	0.9	0.8	0.8	0
Cc1ccc(C(=O)CSc2nnc(COc3ccccc3)o2)cc1	3	27	1382	0.0083	-11	-4	-1	0.9	0.7	0.9	-6
CN1CC=C2C(C#N)=C(N)C(C#N)(C#N)C(Cc3ccccc3)C2C1 (stereo not given)	6	18	1485	-2.2	-6	14	-11	0.8	0.8	0.8	2

Quoted at random: 7 records from the list
SMILES	PPARg SRC2 recr	Diaphorase inh	SRC2 TRFRET art	ROMK mod	S1P3 antag	PPARg SRC-3 ag	G6PDH CS	PMI act hi M6P	Diaph act CS	PMI activator	PPARg SRC1 recr
O=C1C(=O)c2c(C(=O)c3ccccc3)coc2-c2ccccc21	0	62*	1350	-0.87	.	-1	61*	0.4	0.4	0.3	1
CCOC(=O)C1(CC2CCCCO2)CCN(S(=O)(=O)c2c(C)nn(C)c2C)CC1 (stereo not given)	8	10	1522	2	-9	3	9	0.9	0.9	1	4
CCCCCCCCC(=O)NNC(=O)c1c(O)c2ccccc2n(CCC)c1=O	-3	-15	1515	-0.2	-17	-4	4	1.3	1.1	1.2	6
Cc1ccc(-c2csc3nc[nH]c(=S)c23)cc1C	-5	59*	1562	.	11	2	4	1.1	0.4	1	-5
CCOC(=O)c1ccc(NC(=O)CSc2nccn2C)cc1	0	4	1571	0.19	-13	-7	0	1	1	0.9	-10
CC(C)n1c2ccccc2c2nnc(SCC(=O)Nc3ccccc3C(=O)O)nc21	0	5	1642	-0.058	-23	-2	-4	1.1	0.9	1.3	6
CN1CC=C2C(C#N)=C(N)C(C#N)(C#N)C(Cc3ccccc3)C2C1 (stereo not given)	6	18	1485	-2.2	-6	14	-11	0.8	0.8	0.8	2

(cont.)
SMILES	PPARg SRC2 recr	Diaphorase inh	SRC2 TRFRET art	ROMK mod	S1P3 antag	PPARg SRC-3 ag	G6PDH CS	PMI act hi M6P	Diaph act CS	PMI activator	PPARg SRC1 recr
CCOc1ccccc1NC(=O)NS(=O)(=O)c1ccc(C)cc1	17	17	1679	.	.	8	0	0.9	0.8	0.9	5
COc1ccccc1CNC(=O)COc1ccc(C)nc1[N+](=O)[O-]	9	7	1664	.	8	3	3	1	0.9	1.1	7
O=C(CSc1ccc(Cl)cc1)Nc1nnc(-c2cccc([N+](=O)[O-])c2)s1	-5	13	1531	0.48	-6	3	16	1	0.9	1	-1
Cc1ccc2[nH]c(=O)c(COC(=O)c3cccs3)cc2c1	4	11	1645	-0.055	9	0	12	0.9	0.9	0.9	-4
O=S(=O)(Nc1ccc2c3c(cccc13)CC2)c1ccc(F)cc1	-6	7	1525	.	.	0	9	0.8	0.9	0.8	-5
O=C(NCCCl)Nc1cc([N+](=O)[O-])ccc1Cl	1	-2	1444	0.22	-5	6	-3	1.2	1	1.3	7
CNC(=O)c1nnn(Cc2ccccc2)c1NC(C)=O	-6	8	1261	.	-30	2	-10	0.9	0.9	0.8	-3
COc1ccc(C(=O)CSc2ccc(-c3ccc(C)cc3)nn2)cc1	0	23	1761	.	3	2	-10	0.9	0.8	0.8	-4
Cc1ccc(OCCSc2ncnc3sc(C)c(C)c23)cc1C	-2	24	1683	.	.	1	0	0.9	0.8	0.8	4
CC(CCc1ccccc1)NC(=O)c1cccc([N+](=O)[O-])c1 (stereo not given)	8	7	1463	-0.6	4	1	8	1.1	0.9	1	3
Cc1ccc(NC(=O)COC(=O)[C@H](C)N2C(=O)C3CC=CCC3C2=O)cc1S(=O)(=O)N(C)C (stereo not given in full)	-10	18	1661	0.39	-22	-3	2	1	0.8	1	5
CCOC(=O)C1=C(N)c2ccccc2CC1C(C)C (stereo not given)	-8	16	1537	0.16	.	-10	6	1	0.8	1	0
CN1CCN(c2nc(Nc3ccc(O)cc3)nc3ccccc23)CC1	-4	-24	1609	0.1	-3	-1	-3	0.9	1.2	1.1	3
O=C(CN1CCN(C(c2ccccc2)c2ccccc2)CC1)N1CCOCC1	3	21	1497	0.014	2	-2	3	0.9	0.8	0.9	3
O=C(Nc1nnc(CCN2CCCCC2)s1)c1ccccc1Cl	3	1	1440	-0.23	-13	5	-4	0.9	1	1	-2
Cc1noc(C)c1S(=O)(=O)NC1CCN(Cc2ccccc2)CC1	.	7	.	.	-35	.	-1	1	0.9	1.1	.
O=C(CSc1ncnc2ccccc12)NCCCO	-2	-3	1541	.	2	-5	1	1	1	1	-1
CCOc1ccc(NC(=S)N2CCCCCC2)cc1	-1	-10	1523	-1.7	-10	-2	2	1	1.1	1.1	0
CN(CCO)c1c2c(nc3cc(-c4cccc(F)c4)nn13)CCCC2	2	18	1614	.	.	0	15	0.9	0.8	0.9	-1
CCn1c(=O)c(C(=O)CN2CCN(Cc3ccc4c(c3)OCO4)CC2)c(N)n(Cc2ccccc2)c1=O	1	8	1453	-1.5	9	2	5	1.1	0.9	1.1	-12
O=C(CCn1c2c(c3ccccc31)CCCC2)NNC(=O)c1ccccc1[N+](=O)[O-]	2	3	1644	.	-20	2	6	1	1	0.9	8
COCCCNc1nc(-c2ccncc2)nc2ccccc12	6	12	1492	-0.98	.	-7	-5	1	0.9	1	2
CC1SCC(=O)N(CC(=O)Nc2ccc3c(c2)OCCO3)C1=O (stereo not given)	3	1	1664	0.63	-22	2	6	1	1	0.9	6
COc1cc(C(=O)O/N=C2\C=CC(=O)C=C2C)cc(OC)c1OC	-2	58*	1399	.	-10	5	-8	0.4	0.4	0.5	-1
